# Mtb BioA inh: BioA (M. tuberculosis) enzyme inhibition; purified M. tuberculosis BioA enzyme, plate reader; inhibition, % at 9.99 µM; 0.096% of 360,000 active; in the data active = inhibition above about 40%
# Active calls of the source: *. Not all compounds are listed; count on the stated rates, not on these rows.
SMILES,Mtb BioA inh
C[C@@H]1CN([C@@H](C)CO)C(=O)c2cc(-c3cncnc3)cnc2O[C@@H]1CN(C)C(=O)Cc1ccccc1,-1.4
O=C(CN1CCOCC1)NCC[C@H]1CC[C@H](NC(=O)Nc2ccc(C(F)(F)F)cc2)[C@H](CO)O1,1.2
C[C@H]1CN([C@@H](C)CO)S(=O)(=O)c2ccc(C#Cc3cccc(F)c3)cc2O[C@@H]1CN(C)C,10
COC(=O)C[C@H]1C[C@@H]2c3cc(NS(=O)(=O)c4ccc(OC)cc4)ccc3O[C@@H]2[C@@H](CO)O1,2.3
C[C@@H]1CN([C@@H](C)CO)C(=O)c2cc(C#Cc3cccc(F)c3)cnc2O[C@H]1CN(C)Cc1ccccn1,-5.8
CC(C)NC(=O)N(C)C[C@@H]1Oc2c(NS(=O)(=O)c3ccc(Cl)cc3)cccc2C(=O)N([C@H](C)CO)C[C@H]1C,-1.2
CC(C)NC(=O)Nc1ccc2c(c1)C(=O)N([C@H](C)CO)C[C@H](C)[C@H](CN(C)S(=O)(=O)c1cn(C)cn1)O2,-2.7
CC(=O)N1CC[C@@H]2[C@H]1c1cc(-c3cccc(F)c3)ccc1N(C)[C@@H]2CO,24
CCN1[C@@H]2c3ccc(-c4cccc(OC)c4)c(=O)n3C[C@@H]2[C@@H](CO)[C@@H]1C(=O)OC,-1.1
COc1cccc(-c2cnc3c(c2)C(=O)N([C@@H](C)CO)C[C@H](C)[C@H](CN(C)C(=O)CC2CC2)O3)c1,0.3
C[C@H](CO)N1C[C@H](C)[C@H](CN(C)C(=O)Nc2cccc3ccccc23)Oc2ncccc2C1=O,-1.3
C[C@H](CO)N1C[C@H](C)[C@@H](CN(C)C(=O)Nc2ccccc2)Oc2ccc(NC(=O)Nc3cccc4ccccc34)cc2C1=O,-1.5

# Brought forward from above: 3 entries, then new ones.
SMILES,Mtb BioA inh
COc1cccc(-c2cnc3c(c2)C(=O)N([C@@H](C)CO)C[C@H](C)[C@H](CN(C)C(=O)CC2CC2)O3)c1,0.3
C[C@H](CO)N1C[C@H](C)[C@H](CN(C)C(=O)Nc2cccc3ccccc23)Oc2ncccc2C1=O,-1.3
C[C@H](CO)N1C[C@H](C)[C@@H](CN(C)C(=O)Nc2ccccc2)Oc2ccc(NC(=O)Nc3cccc4ccccc34)cc2C1=O,-1.5
COc1ccccc1C(=O)Nc1ccc2c(c1)C(=O)N(C)C[C@H](OC)[C@H](C)CN(C)[C@@H](C)CO2,-2.5
C[C@@H]1CCCCO[C@@H](CN(C)Cc2ccc(C(F)(F)F)cc2)[C@@H](C)CN([C@H](C)CO)C(=O)c2cc(NC(=O)NC3CCCCC3)ccc2O1,-1.2
O=C(C[C@@H]1CC[C@@H]2[C@H](COC[C@H](O)CN2S(=O)(=O)c2cccc(Cl)c2)O1)N1CCCCC1,1.1
COc1ccc(S(=O)(=O)Nc2ccc3c(c2)CC(=O)N([C@@H](C)CO)C[C@@H](C)[C@@H](CN(C)C(=O)Nc2ccc4c(c2)OCO4)O3)cc1,-2.7
O=C(C[C@H]1CC[C@@H]2[C@H](COC[C@H](O)CN2S(=O)(=O)c2ccccc2)O1)NCC1CCCCC1,0.7
C[C@H]1CN([C@@H](C)CO)C(=O)Cc2cc(NC(=O)CCC(F)(F)F)ccc2O[C@@H]1CN(C)C(=O)Nc1ccc(F)cc1,1.3
O=C(Cc1cccnc1)N[C@H]1CC[C@H](CCn2cc(Cc3ccccc3)nn2)O[C@H]1CO,0.3
C[C@H](CO)N1C[C@H](C)[C@H](CN(C)C(=O)c2cccc(F)c2)Oc2cc(-c3cncnc3)ccc2S1(=O)=O,-1.6
CO[C@@H]1CN(C)C(=O)c2cc(NC(=O)C3CC3)ccc2OC[C@@H](C)N(Cc2ccc(F)cc2)C[C@H]1C,-6.4
COc1ccc(NC(=O)Nc2cccc3c2O[C@@H](CN(C)C(=O)Nc2ccc(OC)cc2)[C@@H](C)CN([C@@H](C)CO)C3=O)cc1,0.9
CC(C)CC#Cc1ccc([C@@H]2[C@H](CO)N3CCCCN(S(=O)(=O)Cc4ccccc4)C[C@@H]23)cc1,1.0
O=C(Cc1ccncc1)NCC[C@@H]1CC[C@H](NC(=O)C2CCCCC2)[C@H](CO)O1,-2.7

# Reprinted from the part before: three entries, then new ones.
SMILES,Mtb BioA inh
COc1ccc(NC(=O)Nc2cccc3c2O[C@@H](CN(C)C(=O)Nc2ccc(OC)cc2)[C@@H](C)CN([C@@H](C)CO)C3=O)cc1,0.9
CC(C)CC#Cc1ccc([C@@H]2[C@H](CO)N3CCCCN(S(=O)(=O)Cc4ccccc4)C[C@@H]23)cc1,1.0
O=C(Cc1ccncc1)NCC[C@@H]1CC[C@H](NC(=O)C2CCCCC2)[C@H](CO)O1,-2.7
CCCNC(=O)C[C@H]1CC[C@@H]2[C@H](COC[C@H](O)CN2Cc2ccc(Cl)c(Cl)c2)O1,1.2
CCNC(=O)Nc1ccc2c(c1)C(=O)N(C)[C@@H]1CC[C@H](CC(=O)NCc3cccc(F)c3)O[C@@H]1CO2,-4.1
C[C@H]1CCCCO[C@@H](CN(C)C(=O)Nc2ccccc2)[C@@H](C)CN([C@@H](C)CO)C(=O)c2cc(NC(=O)C3CCCCC3)ccc2O1,-0.7
C[C@H](CO)N1C[C@H](C)[C@@H](CN(C)C(=O)Nc2cccc3ccccc23)Oc2ccc(NS(=O)(=O)c3cn(C)cn3)cc2CC1=O,-0.1
CCCc1cn(CC[C@@H]2CC[C@@H](NC(=O)CCN3CCCCC3)[C@H](CO)O2)nn1,-2.5
COCC(=O)N(C)C[C@@H]1Oc2cc(C#CC(C)C)ccc2S(=O)(=O)N([C@@H](C)CO)C[C@@H]1C,1.4
C[C@@H]1CN([C@@H](C)CO)S(=O)(=O)c2ccc(C#C[C@@H](C)O)cc2O[C@@H]1CN(C)C(=O)C1CC1,0.4
CO[C@H]1CC[C@H]2CCOc3c(C#N)cccc3C(=O)N(C)C[C@@H](c3ccccc3)CC(=O)N(C)C[C@@H]1O2,-0.7
CC(C)NC(=O)N(C)C[C@@H]1Oc2ccc(N(C)C)cc2CC(=O)N([C@@H](C)CO)C[C@H]1C,-1.9
Cc1noc(C)c1S(=O)(=O)Nc1cccc2c1O[C@H](CN(C)CC1CC1)[C@H](C)CN([C@@H](C)CO)C2=O,-0.7
Cc1ccc(S(=O)(=O)Nc2ccc3c(c2)C(=O)N([C@@H](C)CO)C[C@@H](C)[C@@H](CN(C)S(=O)(=O)c2ccc(F)cc2)OCCCC[C@@H](C)O3)cc1,-1.8
C[C@@H]1CN([C@@H](C)CO)C(=O)c2cc(NC(=O)Nc3ccc4c(c3)OCO4)ccc2O[C@@H]1CN(C)S(=O)(=O)c1ccccc1,1.7
COc1ccccc1CN1C[C@H](C)[C@@H](OC)CN(C)C(=O)c2cc(NC(C)=O)ccc2OC[C@@H]1C,-0.8
O=C(C[C@@H]1CC[C@@H]2[C@H](COC[C@@H](O)CN2Cc2ccccc2F)O1)N[C@@H]1CCN(Cc2ccccc2)C1,-0.5
COc1ccccc1-c1ccc2c(c1)O[C@H](CN(C)Cc1ccc3c(c1)OCO3)[C@H](C)CN([C@H](C)CO)S2(=O)=O,-5.3
C[C@@H]1CN([C@H](C)CO)C(=O)CCCn2cc(nn2)CO[C@H]1CN(C)Cc1cccnc1,-1.6
COc1ccc(S(=O)(=O)N[C@@H]2C=C[C@H](CC(=O)O)O[C@H]2CO)cc1,0.5
CC(C)C#Cc1ccc2c(c1)O[C@H](CN(C)C)[C@@H](C)CN([C@H](C)CO)S2(=O)=O,-0.5
COc1cccc(-c2cnc3c(c2)C(=O)N([C@@H](C)CO)C[C@H](C)[C@@H](CN(C)C(=O)CC2CC2)O3)c1,-0.4
O=C(c1ccc(F)cc1)N1CC[C@@H]2[C@H]1c1cc(C#Cc3ccccc3F)ccc1N[C@@H]2CO,3.7
CC(=O)NC[C@@H]1[C@@H](c2ccc(C3=CCCCC3)cc2)[C@@H](CO)N1C(=O)NC(C)C,3.3
C[C@@H]1CN([C@H](C)CO)C(=O)c2cc(C3=CCCCC3)cnc2O[C@H]1CN(C)Cc1ccc(C(=O)O)cc1,-0.9
COc1ccccc1S(=O)(=O)N1CC[C@@H]2[C@H](CO)Nc3ccc(-c4ccc(F)cc4)cc3[C@@H]21,0.8
C[C@H]1CN([C@@H](C)CO)C(=O)c2cc(/C=C/c3ccccc3)cnc2O[C@H]1CN(C)C(=O)C1CCCCC1,0.7
COc1cccc(-c2ccc3c(c2)O[C@@H](CN(C)C(=O)C2CCCCC2)[C@H](C)CN([C@@H](C)CO)S3(=O)=O)c1,-0.3
COc1ccc(CN(C)C[C@H]2Oc3c(NS(=O)(=O)c4cccs4)cccc3C(=O)N([C@H](C)CO)C[C@@H]2C)cc1,5.1
C[C@H](CO)N1C[C@H](C)[C@H](CN(C)C(=O)c2ccc(F)cc2)Oc2ncc(/C=C/c3ccccc3)cc2C1=O,-1.2
CCC(=O)N1[C@H](CO)[C@@H](c2ccccc2)[C@@H]1CN(C)C(=O)c1cccc(F)c1,-4.6
C[C@@H]1CN([C@@H](C)CO)C(=O)c2cc(NS(=O)(=O)c3ccc(F)cc3)ccc2O[C@@H](C)CCCCO[C@@H]1CN(C)C(=O)Nc1ccccc1,-3.0
C[C@H]1CN([C@@H](C)CO)C(=O)c2cc(NC(=O)c3ccncc3)ccc2O[C@@H]1CN(C)Cc1ccc(C(=O)O)cc1,-5.0
COc1ccc(S(=O)(=O)Nc2ccc3c(c2)C(=O)N([C@H](C)CO)C[C@H](C)[C@@H](CN(C)Cc2ccccc2)OCCCC[C@@H](C)O3)cc1,-0.4
O=C(c1ccccn1)N1C[C@@H]2[C@H](c3ccccc31)[C@H](CO)N2C(=O)Nc1ccccc1F,-2.1
COc1ccc(CN(C)C[C@H]2OCCCC[C@H](C)Oc3ccc(NC(=O)c4ccccc4)cc3C(=O)N([C@H](C)CO)C[C@@H]2C)cc1,0.8
CCNC(=O)Nc1ccc2c(c1)C(=O)N(C)[C@H]1CC[C@@H](CC(=O)NC3CCCCC3)O[C@@H]1CO2,-4.3
N#C[C@@H]1[C@@H](c2ccc(-c3ccccc3F)cc2)[C@H](CO)N1C(=O)C1CCOCC1,-1.9
COc1ccc(-c2cnc3c(c2)C(=O)N([C@@H](C)CO)C[C@@H](C)[C@@H](CN(C)C(=O)Cc2cccnc2)O3)cc1,-1.9

# Exported as tab-separated lines: four of the compounds above.
molecule	Mtb BioA inh
COc1ccc(CN(C)C[C@H]2Oc3c(NS(=O)(=O)c4cccs4)cccc3C(=O)N([C@H](C)CO)C[C@@H]2C)cc1	5.1
C[C@H](CO)N1C[C@H](C)[C@H](CN(C)C(=O)c2ccc(F)cc2)Oc2ncc(/C=C/c3ccccc3)cc2C1=O	-1.2
CCC(=O)N1[C@H](CO)[C@@H](c2ccccc2)[C@@H]1CN(C)C(=O)c1cccc(F)c1	-4.6
C[C@@H]1CN([C@@H](C)CO)C(=O)c2cc(NS(=O)(=O)c3ccc(F)cc3)ccc2O[C@@H](C)CCCCO[C@@H]1CN(C)C(=O)Nc1ccccc1	-3.0

# Remaining list, next part
SMILES,Mtb BioA inh
O=C(C[C@H]1C=C[C@@H](NC(=O)c2ccccn2)[C@@H](CO)O1)NCc1cccc(F)c1,2.9
CCCN(C)C[C@H]1OCCCC[C@@H](C)Oc2ccc(N(C)C)cc2C(=O)N([C@H](C)CO)C[C@@H]1C,-0.3
Cc1noc(C)c1NC(=O)N(C)C[C@@H]1OCCCC[C@H](C)Oc2ccc(NC(=O)Nc3ccc(C(F)(F)F)cc3)cc2C(=O)N([C@@H](C)CO)C[C@@H]1C,-1.2
CC=Cc1ccc2n(c1=O)C[C@@H]1[C@@H](CO)[C@H](C(=O)NCc3ccc4c(c3)OCO4)[C@H]2N1C(=O)COC (mixture of isomers),-0.8
CCCC(=O)Nc1ccc2c(c1)C(=O)N(C)C[C@H](OC)[C@H](C)CN(C)[C@H](C)CO2,0.4
C[C@H](CO)N1C[C@H](C)[C@@H](CN(C)S(=O)(=O)c2cccc(F)c2)Oc2ncc(-c3cccc(F)c3)cc2C1=O,1.8
CC=Cc1ccc2n(c1=O)C[C@H]1[C@H](CO)[C@@H](C(=O)NCc3ccccc3Cl)N(S(C)(=O)=O)[C@@H]21 (mixture of isomers),0.9
CCCN(C)C[C@H]1Oc2ncc(C#CC3CC3)cc2C(=O)N([C@H](C)CO)C[C@@H]1C,-2.3
COc1ccc(NC(=O)N(C)C[C@H]2Oc3ccc(NS(=O)(=O)c4ccc(F)cc4)cc3C(=O)N([C@@H](C)CO)C[C@@H]2C)cc1,-0.4
C[C@H](CO)N1C[C@H](C)[C@H](CN(C)S(=O)(=O)c2ccc(F)cc2)Oc2ccc(N(C)C)cc2CC1=O,-2.5
C[C@@H]1CN([C@@H](C)CO)S(=O)(=O)c2ccc(C#C[C@@H](C)O)cc2O[C@H]1CN(C)C(=O)Nc1ccccc1,2.5
COc1ccc(-c2ccc3c(c2)[C@@H]2[C@@H](CCN2C(=O)CN2CCOCC2)[C@@H](CO)N3)cc1,-2.1
C[C@H](NC(=O)C[C@H]1C[C@H]2c3cc(NC(=O)CC4CC4)ccc3O[C@H]2[C@@H](CO)O1)c1ccccc1,3.8
COc1ccc(-c2ccc3c(c2)O[C@@H](CN(C)CC2CC2)[C@@H](C)CN([C@H](C)CO)S3(=O)=O)cc1,1.8
CCC(=O)N(C)C[C@H]1Oc2cc(-c3cccc(OC)c3)ccc2S(=O)(=O)N([C@@H](C)CO)C[C@@H]1C,1.9
Cc1noc(C)c1NC(=O)Nc1ccc2c(c1)C(=O)N([C@@H](C)CO)C[C@H](C)[C@H](CN(C)C(=O)CCCN(C)C)OCCCC[C@H](C)O2,1.0
O=C(Cc1ccccc1)N[C@@H]1C=C[C@@H](CC(=O)N2CCOCC2)O[C@H]1CO,1.6
C[C@H](CO)N1C[C@H](C)[C@@H](CN(C)Cc2ccc(C(F)(F)F)cc2)Oc2ccc(NS(=O)(=O)c3cn(C)cn3)cc2C1=O,2.3
COc1ccc(NC(=O)N(C)C[C@H]2Oc3ccc(NC(=O)Nc4ccc(C(F)(F)F)cc4)cc3CC(=O)N([C@H](C)CO)C[C@@H]2C)cc1,-0.5
O=C(c1cccnc1)N1C[C@H]2[C@@H](c3ccccc31)[C@@H](CO)N2Cc1ccc2c(c1)OCO2,0.7
O=C(Cc1ccccc1)N1CCCCN2[C@H](CO)[C@H](c3ccc(C#Cc4ccccc4)cc3)[C@@H]2C1,-1.2
